# High-throughput results deposited in PubChem BioAssay by Broad Institute.
# esBAF inh: inhibitors of esBAF chromatin remodeling in mouse ES cells; Bmi1-luciferase knock-in reporter, 24 h; 100% = twice the neutral-well signal; reporter increase, % at 12.5 µM; actives 2% (n = 350,000); AID 602393; in the data active = activation above about 40%; inconclusive = no clear call, values can overlap the other calls;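 also: 0% = median of the plate's neutral control wells and 100% = double that signal; a rise in the Bmi1 reporter signal indicates esBAF inhibition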
# EWS-Fli inh: blocks EWS/Fli oncoprotein-driven transcription | A673 NR0B1-luciferase reporter, viability-normalised | actives 0.67% (n = 350,000) | inhibition, % at 12.6 µM;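 active = mean inhibition of at least 50% after viability correction, with every replicate also passing that limit; inconclusive = mean reaches 50% but only one of two replicates passes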;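 also: firefly luciferase signal divided by Alamar Blue viability fluorescence both relative to DMSO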
# RAD54 branch: RAD54 (human) branch migration inhibition. actives 0.14% (n = 360,000). RAD54 Holliday junction branch migration, FAM/BHQ fluorescence. inhibition, % at 10.4 µM. Q92698;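 active = mean normalized replicate activity at least 40 and at least half of replicates scoring 40 or more; inconclusive = only one of the two criteria met; inactive = mean below 40 and under half of replicates reaching 40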;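 also: 0% = median of neutral control wells and 100% = median of positive control wells; inhibitors cause a drop in the FAM fluorescence signal; in these data hits start at about 50%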
# Target sequence (Q92698 whole entry, looked up): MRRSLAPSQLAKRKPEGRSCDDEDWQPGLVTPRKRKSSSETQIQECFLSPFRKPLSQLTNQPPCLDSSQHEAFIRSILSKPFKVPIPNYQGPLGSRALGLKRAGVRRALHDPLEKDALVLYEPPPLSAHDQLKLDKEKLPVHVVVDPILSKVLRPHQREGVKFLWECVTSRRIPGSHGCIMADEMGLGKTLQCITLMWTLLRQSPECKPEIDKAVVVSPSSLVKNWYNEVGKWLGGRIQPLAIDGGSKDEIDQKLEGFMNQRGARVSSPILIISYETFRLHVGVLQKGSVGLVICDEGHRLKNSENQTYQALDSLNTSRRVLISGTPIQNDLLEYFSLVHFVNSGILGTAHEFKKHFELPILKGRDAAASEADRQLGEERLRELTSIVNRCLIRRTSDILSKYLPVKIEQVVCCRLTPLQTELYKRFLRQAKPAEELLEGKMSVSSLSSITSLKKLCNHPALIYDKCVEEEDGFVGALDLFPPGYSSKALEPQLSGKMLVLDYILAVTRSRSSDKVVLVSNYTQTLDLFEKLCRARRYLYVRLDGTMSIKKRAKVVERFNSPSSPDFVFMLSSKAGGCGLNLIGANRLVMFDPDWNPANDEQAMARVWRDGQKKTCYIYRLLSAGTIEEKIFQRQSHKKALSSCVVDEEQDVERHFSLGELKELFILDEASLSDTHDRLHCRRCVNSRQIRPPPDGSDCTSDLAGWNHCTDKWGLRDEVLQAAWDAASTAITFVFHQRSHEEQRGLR
# FN deposition inh: fibronectin deposition inhibition. AID 743247. inhibition, % at 12.6 µM. actives 0.086% (n = 350,000). AH1F fibroblasts, Alexa488-fibronectin deposition fluorescence, overnight;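 active = mean inhibition across replicates of 30% or more, regardless of how many single replicates reach that level; inconclusive = mean under 30% yet at least half of replicates reach 30%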;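 also: positive control wells lacked labelled fibronectin entirely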
#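 Test system: AH1F fibroblast monolayer depositing Alexa488-labelled fibronectin into matrix. Input: 10000 cells per well. Technique: fluorescence, ex 485 nm, em 525 nm. Buffer or medium: DMEM plus 2% serum, read in PBS. Timing: 1 h cell adhesion before compound, then overnight fibronectin incubation. Compound: single dose, pinned. Read-out basis: inhibition from reduced deposited-fibronectin fluorescence.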
# S100A4 inh HTS: inhibitors of human S100A4 binding to myosin IIA peptide; S100A4/TAMRA-MyoIIA peptide fluorescence polarization; actives 0.14% (n = 360,000); inhibition, % at 10.7 µM; AID 652163;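 active = mean inhibition of at least 70% across replicates, with every replicate also reaching that level; inconclusive = mean inhibition reaches 70% but some replicates fall short; inactive = mean inhibition below 70%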
# Target sequence (P26447 whole entry, looked up): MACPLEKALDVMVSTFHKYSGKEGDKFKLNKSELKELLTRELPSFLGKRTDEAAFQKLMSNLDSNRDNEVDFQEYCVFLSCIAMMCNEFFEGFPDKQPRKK
#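 Material: S100A4 monomer (human). Medium: Calcium-containing HEPES buffer, pH 7.2. Probe or stimulus: labelled myosin peptide probe, 5 nM. Compound dosing: one concentration per compound. Timing: polarization read 5 min after assay mix addition, stable 5–60 min. Benchmarks: DMSO as neutral control, TFP as positive control.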
# E-sel inducer: E-selectin induction on HUVECs | activation, % at 7.58 µM | P16581 | actives 0.37% (n = 260,000) | AID 686992 | HUVEC E-selectin immunofluorescence imaging; normalized: neutral wells 0, TNF-alpha wells 100;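 active = mean E-selectin-positive cell signal at least 10% of the positive control, reached in at least 60% of replicates, without over 20% cell loss; inconclusive = no rule given, readout overlaps actives, possibly toxicity-flagged; inactive = the rest, including those meeting only one limit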;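 also: in these data hits start at about 27%; measured in HUVEC primary endothelial cells; signal is the percent of cells scored E-selectin positive by PE staining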
#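 material = human umbilical vein endothelial cells (HUVEC), E-selectin induction | quantity = 3,000 cells/well | medium = EGM-2 growth medium on 0.1% gelatin-coated wells | technique = immunofluorescence imaging | read-out basis = % PE-positive cells | control set = TNF-alpha positive control, DMSO neutral control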
# RAD52 anneal inh: RAD52 (human) annealing inhibition; P43351; AID 651710; recombinant RAD52 DNA annealing, FRET fluorescence; inhibition, % at 18.7 µM; actives 0.46% (n = 360,000);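 active = every replicate showing at least 50% inhibition; inconclusive = mean inhibition at least 50% but not in every replicate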
# XiGFP reactiv: X-chromosome reactivation activator. activation, % at 7.58 µM. XiGFP mouse fibroblasts, % GFP-positive cells imaging, 3 d; cells co-treated with 5-aza-dC sensitizer; scaled so ellipticine positive control = 100%. actives 0.055% (n = 360,000);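 active = mean normalized replicate activation at least 10% and every replicate at or above 10%; inconclusive = only one of the two criteria met; inactive = mean below 10% and not all replicates reach 10%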;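 also: 0% = median of on-plate neutral control wells and 100% = ellipticine 6 µM median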
#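 Material: XiGFP fibroblasts, SV40-immortalized; Buffer or medium: DMEM containing 5-aza-dC; Compound dosing: single point; Times: 3 days compound exposure.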
# The depositor's hits bear a star; u = inconclusive; x = no result given; & = joins results of further samples.
# Order of values: EWS-Fli inh, RAD54 branch, RAD52 anneal inh, esBAF inh, FN deposition inh, S100A4 inh HTS, XiGFP reactiv, E-sel inducer
CC1CCN(C(=O)CS(=O)(=O)Cc2ccccc2)CC1
→ -41, -6, -13, 31, -2, 0, -0.1, 0.1
C/C(N)=C(/C#N)C(=O)COC(=O)CNS(=O)(=O)c1c(F)cccc1F
→ -8, 2, -1, -5, 15, -2, 0.0, x
Cc1ccccc1-c1nnc(CN2CCC(C)CC2)o1
→ -23, -6, -11, 34, 6, -5, -0.1, x
CN1CCN(S(=O)(=O)c2ccc(Cl)c(C(F)(F)F)c2)CC1
→ 11, x, -8, x, -13, -3, 0.1, -0.1
Cc1ccc(S(=O)(=O)c2cc3ccc(O)cc3oc2=O)cc1C
→ -17, -10, -13, 4, -6, -2, 0.2, u
Cc1nc(-c2ccc(S(=O)(=O)N3CCN(C4c5ccccc5-c5ccccc54)CC3)s2)cs1
→ -8, x, -16, x, 1, -1, 0.1, x
CC(=O)Nc1cccc(-c2csc(C(O)c3ccccc3)n2)c1 (stereo not given)
→ -27, -15, 7, 49*, -7, -3, 0.1, 0.2
CCOC(=O)C1(C)CCCN(C(=O)c2ccc(C#N)cc2)C1 (stereo not given)
→ 6, 2, -10, -3, -3, 0, 0.0, 0.3
CC(CCc1ccccc1)NC(=O)CN1CCSc2ccccc21 (stereo not given)
→ -1, x, -26, x, -5, 6, 0.0, 1.1
O=C(Nc1ccccc1F)N1CCCCN2[C@H](CO)[C@@H](c3ccc(-c4cccnc4)cc3)[C@H]2C1
→ x, -10, 8, x, x, -2, 0.1, 0.2
CC(C)C#Cc1ccc([C@@H]2[C@@H](C#N)N(C(=O)c3cccc(F)c3)[C@@H]2CO)cc1
→ 9, -1, 3, 0, 14, 16, 0.0, -0.1
Cc1ccc2nc(-c3ccc(NC(=O)CN(C)S(=O)(=O)c4ccccc4)cc3)sc2c1
→ -7, x, -3, x, -5, -20, -0.1, 0.5
CNC[C@@H]1Oc2c(NC(=O)C3CCOCC3)cccc2C(=O)N([C@@H](C)CO)C[C@H]1C
→ -8, 5, -9, -4, -10, 8, 1.9, -0.1
CCOc1cc2sc(N3CCC(C(=O)NCCCN4CCCC4=O)CC3)nc2cc1Br
→ -30, 2, -13, 11, -11, 0, 0.0, x
c1ccc(-c2ccc(C3=Nn4c(nnc4-c4cccs4)SC3)cc2)cc1
→ 6, 1, -21, x, -14, -5, 0.2, 0.0
CC1(c2nnc(Cc3ccccc3)o2)CC(c2ccncc2)=NO1 (stereo not given)
→ 2, -7, -11, 2, -2, 1, -0.1, -0.2
C[C@@H]1CN([C@H](C)CO)S(=O)(=O)c2ccc(-c3cccnc3)cc2O[C@H]1CN(C)C(=O)CN(C)C
→ -6, 4, -8, 0, 3, -2, -0.4, 0.6
Cc1ccc(S(=O)(=O)NC(=O)NN2CC3CCCC3C2)cc1 (stereo not given)
→ -5, -4, 8&3, 4, 0, -5&-3, -0.1, -0.1
CCN1CCN(c2ccc(S(=O)(=O)N3CCOCC3)cc2NC(=O)/C=C/c2cccc(OC)c2OC)CC1
→ 3, 2, 6, -1, -5, -1, 0.1, x
COCCn1c(/C=C/c2ccccc2)nc2ccccc21
→ -68, 8, -15, 37*, -3, -3, -0.1, 1.2
O=C(NCCCNC(=O)c1ccccc1F)c1ccco1
→ 1, x, -2, -2, 2, 4, 0.3, -0.1
CN(C)CC(=O)Nc1ccc2c(c1)[C@H]1C[C@H](CC(=O)NCc3ccc(Cl)cc3)O[C@H](CO)[C@H]1O2
→ 5, 5, -6, 2, -5, 16, 0.0, -0.4
Cc1ccc(C(=O)NCC(=O)OCc2nnc(-c3ccc([N+](=O)[O-])cc3)o2)s1
→ -13, 6, -11, 2, -4, -25, 0.1, 0.2
C[C@@H]1CN([C@H](C)CO)C(=O)c2cccc(NC(=O)c3cnccn3)c2O[C@@H]1CN(C)C(=O)Nc1ccc2c(c1)OCO2
→ 0, 0, 1, 2, 2, -4, -0.2, 0.2
COCC1CCN(C(=O)CC2C(=O)NCCN2Cc2cccc(Oc3ccccc3)c2)CC1 (stereo not given)
→ 5, -8, -46, 3, 5, -1, 0.3, x
COc1ccc(C2=NOC(Cn3nc(-c4ccccc4)cc3C(=O)NCc3ccco3)C2)cc1 (stereo not given)
→ 1, -2, -10, -5, 5, 1, 0.0, 0.6
COc1ccc(S(=O)(=O)Nc2ccc3c(c2)C(=O)N([C@@H](C)CO)C[C@H](C)[C@@H](CN(C)C(=O)Nc2ccc(C(F)(F)F)cc2)OCCCC[C@@H](C)O3)cc1
→ 5, -6, -64, 1, -8, -15, -0.1, 0.0
CCCNC(=O)N(C)C[C@@H]1Oc2ncc(-c3ccc(C(=O)N(C)C)cc3)cc2C(=O)N([C@H](C)CO)C[C@H]1C
→ -5, -4, -13, 1, x, 21, 0.0, -0.2
O=C(C[C@H]1C[C@H]2c3cc(NC(=O)Nc4ccc(F)cc4)ccc3O[C@H]2[C@@H](CO)O1)NC1CCCCC1
→ 3, 7, -8, 7, -7, x, -0.1, 0.2
NC(=O)Cn1c(=O)n(CC(=O)N2CCCCC2)c(=O)c2sccc21
→ x, -7, -19, -1, 1, 5, 0.1, 4.6
Cc1ccc(C(=O)NC2CCCc3ccccc32)cc1[N+](=O)[O-] (stereo not given)
→ 11, 4, 7, x, -2, 3, 0.0, x
Cc1ccccc1C(=O)OCCN(C)Cc1ccccc1
→ 0, x, -9, x, 4, 1, 0.1, 8.9
COc1cccc(C2SCC(=O)N2c2ccc(Br)cc2)c1OC (stereo not given)
→ x, 4, x, x, 2, x, 0.0, 17
C[C@@H]1CN([C@@H](C)CO)C(=O)c2cc(NC(=O)Nc3ccc(C(F)(F)F)cc3)ccc2O[C@@H](C)CCCCO[C@@H]1CN(C)Cc1ccccc1
→ -3, 7, -14, -2, -4, 1, 0.1, 0.2
Cc1ccc(SCC(=O)Nc2ccc(N3CCOCC3)cc2)cc1
→ 16, x, -13, x, 2, 0, 0.2, x
CCS(=O)(=O)N[C@@H]1CC[C@H](CC(=O)NC2Cc3ccccc3C2)O[C@H]1CO
→ -7, -12, -17, 3, -5, -38, -0.4, 0.2
CCCNC(=O)N1CC(=O)N2[C@H](CO)[C@H](c3ccc(-c4cccc(C)c4)cc3)[C@@H]2C1
→ 6, x, -9, x, x, 4, 1.3, -0.2
COc1ccc(NC(=O)CN(C)C(=O)c2ccc(NS(=O)(=O)c3ccc(F)cc3)cc2)cc1
→ 1, -1, -7, -3, -1, -2, 0.0, 0.2
Cc1noc(C)c1NC(=O)N(C)C[C@H]1OCCCC[C@@H](C)Oc2ccc(NS(=O)(=O)c3cn(C)cn3)cc2C(=O)N([C@@H](C)CO)C[C@H]1C
→ -5, -5, x, 1, x, x, -0.7, 0.1
Cc1ccc(F)c(S(=O)(=O)NC(=O)C2(C)CCN2C(=O)CC2CCCCC2)c1 (stereo not given)
→ 5, -3, -5, 2, 2, -78, 0.2, 0.2
CCC(=O)c1ccc(N2CCN(C(=O)COc3ccccc3F)CC2)c(F)c1
→ 6, x, -17, 6, 10, -2, 0.0, x
CC(=O)C1C(c2cccc([N+](=O)[O-])c2)C2C(C)=NN=C2CC1(C)O (stereo not given)
→ x, -9, x, -4, 2, x, 0.3, 0.2
CCOc1cc(/C=C2\SC(=S)N(NC(=O)c3cccnc3)C2=O)ccc1O
→ 6, -41, -181, x, -6, -10, 0.0, x
Cc1cccnc1NC(=O)CCc1nnc2ccc(N3CCC4(CC3)OCCO4)nn12
→ -5, 3, -1, -7, 11, 1, 0.0, 3.4
CC(N=C1NS(=O)(=O)c2ccccc21)C(=O)NCc1ccncc1 (stereo not given)
→ 0, 3, -8, 6, 2, 17, 0.0, x
CC(NC(=O)COC(=O)/C=C/c1cccc(F)c1)c1ccccc1 (stereo not given)
→ 2, -3, -12, -4, 0, -2, 0.0, 1.1
COc1cc2c(=O)n(C)c3ccccc3c2cc1OC
→ 0, -8, -11, -6, -10, -2, 0.0, x
C/C=C/c1ccc([C@@H]2[C@H](CO)N(CCC(F)(F)F)C23CN(C(=O)CC)C3)cc1
→ 10, x, -17, x, x, 1, 0.0, -0.5
CS(=O)(=O)N1CCN(c2ccccc2NC(=O)c2cc3ccccc3o2)CC1
→ 16, 2, -1, 16, 5, -9, 0.1, x
Cc1cccc(-c2ccc([C@@H]3[C@@H](CO)N4CCCCN(S(=O)(=O)c5ccccc5F)C[C@@H]34)cc2)c1
→ -10, -3, x, 2, 7, x, 0.0, 0.2
C[C@H](CO)N1C[C@H](C)[C@H](CN(C)C(=O)C2CCCCC2)Oc2ncc(C#Cc3ccccc3F)cc2C1=O
→ 2, 4, 6, 3, x, 2, -0.8, 0.1
C[C@H]1CN([C@@H](C)CO)C(=O)Cc2cc(NS(C)(=O)=O)ccc2O[C@H]1CN(C)S(=O)(=O)c1cn(C)cn1
→ -10, 11, x, -3, x, x, 0.0, u
COc1ccc(-n2c(-c3ccccc3)c[n+]3c2CCC3)cc1
→ 17, -7, -10, -21, -9, 0, 0.5, 5.3
C[C@@H]1CN([C@@H](C)CO)C(=O)c2cc(C#CC3CCCCC3)cnc2O[C@H]1CN(C)C(=O)c1ccncc1
→ -5, x, 5, x, 4, -25, 0.0, 0.0
CN(C)C(=O)[C@H]1[C@H](CO)[C@H]2Cn3c(ccc(C4=CCCCC4)c3=O)[C@H]2N1CC1CC1
→ -1, 5, -17, 3, x, -3, 0.0, -0.1
COc1ccc(C2Nc3cccc(O)c3C(=O)N2Cc2ccccc2)cc1COc1ccc(NC(C)=O)cc1 (stereo not given)
→ 10, -6, -13, 1, 2, 56, 0.4, x
Cn1ccsc1=NC(=O)c1ccc(Cl)c([N+](=O)[O-])c1
→ -44, 1, -8, 83*, -3, -2, 0.2, x
CCOc1cc(NC(=O)C2CC2)c(OCC)cc1NC(=O)c1cccc(F)c1
→ 8, -9, -4, 3, -1, -2, 0.2, -0.1
Cc1noc(C)c1NC(=O)Nc1ccc2c(c1)CC(=O)N([C@@H](C)CO)C[C@@H](C)[C@@H](CN(C)C(=O)NC1CCCCC1)O2
→ 0, 2, -7, 3, -4, -3, -0.5, 0.2
Cc1cccc(-c2c(NC(=O)c3ccco3)oc3c(C)cccc3c2=O)c1
→ x, x, 0, x, 7, -2, 0.0, 2.1
COc1cccc(C(=O)NCCN2CCC(n3c(=O)[nH]c4ccccc43)CC2)c1
→ 2, x, -5, x, 2, 0, -0.1, -0.1
c1ccc(COc2ncnc3c2ncn3CCCNCc2ccc3c(c2)OCO3)cc1
→ 0, -11, -26, -3, 0, -2, 0.1, x
